G9a block – G9a (human) methyltransferase inhibition. Q96KQ7. Potency, µM (series often up to 102 µM), for inactives: top-dose activity, negative = inhibition, usual class: inhibitors. actives 8.8% (n = 350,000). G9a H3K9 monomethylation, AlphaScreen, 2 h; further: potency means the concentration at half of the fitted maximal effect; on the % scale 0 is the no-effect control and ±100 the full control effect; nearly all actives have a fitted effect of over 75% in size
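Chemiluminescent proximity detection of H3K9 monomethylation, read after 10 min bead incubation in the dark. Reaction: 20 nM G9a, 500 nM biotin-H3K9 peptide, 20 uM SAM cofactor, 2 h, room temperature, following 15 min enzyme-compound preincubation.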
PGK inhibitor – T. brucei PGK inhibition. P07378. Potency, µM (series often up to 57.5 µM), without a hit: top-dose activity change, negative = inhibition, usual class: inhibitors. AID 602233. actives 0.043% (n = 380,000). PGK/GAPDH coupled, Kinase-Glo luminescence, 60 min; further: potency means the concentration at half of the fitted maximal effect; on the % scale 0 is the no-effect control and ±100 the full control effect; nearly all actives have a fitted effect of over 60% in size
Target sequence (P07378 whole entry, looked up): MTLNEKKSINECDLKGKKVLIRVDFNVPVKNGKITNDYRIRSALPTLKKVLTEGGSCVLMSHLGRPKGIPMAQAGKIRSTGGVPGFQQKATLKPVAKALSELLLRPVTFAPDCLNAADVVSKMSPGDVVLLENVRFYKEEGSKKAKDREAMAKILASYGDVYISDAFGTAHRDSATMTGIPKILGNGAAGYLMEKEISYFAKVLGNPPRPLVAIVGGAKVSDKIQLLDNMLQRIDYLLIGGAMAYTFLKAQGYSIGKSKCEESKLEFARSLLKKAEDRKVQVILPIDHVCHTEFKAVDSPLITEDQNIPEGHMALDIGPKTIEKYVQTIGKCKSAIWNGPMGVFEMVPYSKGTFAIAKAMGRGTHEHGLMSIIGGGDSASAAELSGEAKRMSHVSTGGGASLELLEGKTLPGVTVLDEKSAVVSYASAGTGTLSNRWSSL
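Recombinant glycosomal PGK reaction used 1,3-bisphosphoglycerate generated in-well by GAPDH (100nM final) in 100mM TEA pH 7.6, 5mM MgCl2, 0.01% Tween-20. After 60 minutes at room temperature, ATP was read by Kinase-Glo Plus luminescence end-point.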
JMJD2A Tudor inh – JMJD2A Tudor domain (human) inhibition | AlphaScreen JMJD2A-Tudor / H3K4me3 peptide binding | O75164 | actives 4.4% (n = 390,000) | AID 504339 | Potency, µM (top dose mostly 114 µM), without a hit: at the top dose activity change, negative = inhibition, actives largely listed as inhibitors; further: potency means the concentration at half of the fitted maximal effect; on the % scale 0 is the no-effect control and ±100 the full control effect; nearly all actives have a fitted effect of over 50% in size
PI4K2A inh – PI4K2A (human) kinase inhibition. activity change, negative = inhibition, % at 76.9 µM. AID 1346378. purified PI4K2A, ADP-Glo luminescence, 1 h; hits give low values. actives 0.13% (n = 420,000); in the data active means activity change below about -50%; inconclusive means mostly about -30% to -49%;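 further: -100% = wells without enzyme as full effect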
Target sequence (Q9BTU6 whole entry, looked up): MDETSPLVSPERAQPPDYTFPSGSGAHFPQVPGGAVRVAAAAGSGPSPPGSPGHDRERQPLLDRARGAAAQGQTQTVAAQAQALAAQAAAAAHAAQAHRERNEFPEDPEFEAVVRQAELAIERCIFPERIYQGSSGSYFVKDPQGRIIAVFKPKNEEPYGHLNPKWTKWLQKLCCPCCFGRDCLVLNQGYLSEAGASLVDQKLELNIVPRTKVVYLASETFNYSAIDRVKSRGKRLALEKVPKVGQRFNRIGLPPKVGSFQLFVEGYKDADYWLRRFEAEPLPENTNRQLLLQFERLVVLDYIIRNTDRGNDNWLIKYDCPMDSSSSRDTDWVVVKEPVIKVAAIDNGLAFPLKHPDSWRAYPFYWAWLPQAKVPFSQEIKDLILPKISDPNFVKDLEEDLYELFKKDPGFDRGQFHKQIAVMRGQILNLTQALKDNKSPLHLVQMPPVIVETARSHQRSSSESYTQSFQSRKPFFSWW
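In this quantitative HTS, ADP production by PI4K2A was quantified luminescently after 1 h at ambient temperature; 100 microM adenosine served as plate-quality control.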
Pin1 inh – blocks the human prolyl isomerase Pin1; Q13526; AID 504891; actives 0.009% (n = 390,000); Pin1 FP peptide displacement, HiFluor488, 10 min; Potency, µM (series often up to 115 µM), for the others: at the top dose activity, negative = inhibition, most hits filed as inhibitors; active means well fitted inhibition curve with a large enough effect in the polarisation, with a control signal flat, not every such curve was filed as active; inconclusive means small, poorly fitted or top-dose-only effect, or effect the other way, or a change in a side signal; inactive means no such curve, though single readings can be large or run the other way; the % refers to the polarisation; further: potency means the concentration at half of the fitted maximal effect; on the % scale 0 is the no-effect control and ±100 the full control effect
GLS inhibitor – glutaminase GLS (human) inhibition. Potency, µM (top dose mostly 45.5 µM), inactives show top-dose activity change, negative = inhibition, usual class: inhibitors. actives 0.21% (n = 410,000). GLS enzymatic activity, qHTS titration. O94925. AID 624170; further: potency means the concentration at half of the fitted maximal effect; on the % scale 0 is the no-effect control and ±100 the full control effect
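Assay buffer: 45 mM KH2PO4 pH 8.2, 0.02% Tween-20. hKGA acts on L-glutamine (1 mM solution added); product glutamate is reported by an oxidase/peroxidase Amplex Red coupling, with fluorescence taken at baseline and 30 min.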
BAZ2B inh – BAZ2B (human) inhibition. Q9UIF8. AlphaScreen BAZ2B-H3K14Ac peptide displacement. Potency, µM (highest dose often 114 µM), without a hit: at the highest dose activity change, negative = inhibition, most hits filed as inhibitors. actives 4.4% (n = 360,000). AID 504333; further: potency means the concentration at half of the fitted maximal effect; on the % scale 0 is the no-effect control and ±100 the full control effect; nearly all actives have a fitted effect of over 60% in size
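Protein-peptide AlphaScreen: BAZ2B 50 nM, b-H3K14Ac 50 nM, 1x PBS pH 7.4 + 0.01% Tween-20. Preincubation 30 min RT; cpd 30 min RT (top 110 uM); beads 20 min RT, light-protected.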
HP1b binding inh – HP1-beta chromodomain-methylated histone interaction inhibition; AlphaScreen HP1-beta / biotin-H3K9me3 peptide binding; P83916; actives 0.56% (n = 390,000); Potency, µM (doses to about 114 µM), without a hit: top-dose activity change, negative = inhibition, usual class: inhibitors; further: potency means the concentration at half of the fitted maximal effect; nearly all actives have a fitted effect of over 70% in size; inactives centre near 23
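AlphaScreen: HP1-beta (50 nM) preformed 30 min with biotin-H3(1-18)K9me3 peptide (50 nM) in PBS pH 7.4, 0.01% Tween-20. Compound added for 30 min at RT, then streptavidin donor/nickel chelate acceptor beads (10 ug/mL) for 30 min.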
ERG-DNA inh – ERG Ets/DNA interaction inhibition; fluorescence polarization, His-ERG Ets domain / labelled DNA; AID 624246; actives 0.028% (n = 370,000); P11308; Potency, µM (top dose mostly 76.9 µM), inactives show top-dose FP activity, negative = inhibition, actives largely listed as inhibitors; active means well fitted inhibition curve with a large enough effect in the polarisation, with a control signal flat; inconclusive means small, poorly fitted or top-dose-only effect, or effect the other way, or a change in a side signal; inactive means no such curve, though single readings can be large or run the other way; the % refers to the polarisation;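 further: polarization taken with two DNA probes labelled with fluorescein and Texas red; potency means the concentration at half of the fitted maximal effect; % of control where 0% means no effect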
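His-tagged ERG Ets domain (1 uM in the protein solution; 300mM KCl, 50mM Tris-HCl, 1mM EDTA, 1mM DTT, pH 7.5) received compound, then a probe mix of 5 nM fluorescein-DNA and 100nM Texas-615-DNA. Fluorescence polarization was read for both dyes.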
* marks the source's active call; other numbers are inactive results; [ ] = dose if it differs, or a comment. Unless noted, the call rests on the fitted dose curve; in most records, active means well fitted curve in the direction sought with a large enough effect; inconclusive means small, poorly fitted or top-dose-only effect, or another doubt; inactive means no such curve, though single readings can be large; an effect the other way counts as inactive or inconclusive. No enrichment for hits. About 11% of those tested had a hit in this group.

Screening COc1ccc(S(=O)(=O)N2CCN(C(=O)NCc3ccccc3)CC2)cc1 returned G9a block -23%[59 µM], PGK inhibitor 2%, JMJD2A Tudor inh 6%, PI4K2A inh 2, Pin1 inh -4%, GLS inhibitor 9%, BAZ2B inh 5%, HP1b binding inh 23% and ERG-DNA inh -2%.
For COc1ccc(/C=N/NC(=O)C2C3CCCCC32C)cc1OC (centres undefined) the results were PGK inhibitor inactive, JMJD2A Tudor inh -23%, PI4K2A inh 9, Pin1 inh 3%, GLS inhibitor 0%, BAZ2B inh -20%, HP1b binding inh 36% and ERG-DNA inh -3%.
`Cc1ccc(-c2noc(-c3c(C)noc3C)n2)cc1` gave G9a block -2%, PGK inhibitor 4%, JMJD2A Tudor inh 1%, PI4K2A inh 1, Pin1 inh -8%, GLS inhibitor 0%, BAZ2B inh -1%, HP1b binding inh 37%[activator] and ERG-DNA inh -1%.
For CCOC(=O)C(CCCOc1ccc(C)cc1)C(=O)OCC the results were G9a block 209%[activator], PGK inhibitor 1%, JMJD2A Tudor inh 94%[activator], PI4K2A inh 3, Pin1 inh -5%, GLS inhibitor 0%, BAZ2B inh 158%[activator], HP1b binding inh 225%[activator] and ERG-DNA inh -3%.
Screening CCCCNC(=S)NNC(=O)c1sccc1C returned G9a block -11%, PGK inhibitor -5%, JMJD2A Tudor inh -6%, PI4K2A inh 1, Pin1 inh -3%, GLS inhibitor 19%, BAZ2B inh 6%[57.1 µM], HP1b binding inh 19% and ERG-DNA inh 9%.
For COC(=O)c1c(NC(=O)CN2C(=O)NC3(CCc4ccccc4C3)C2=O)sc2c1CCCCC2 (centres undefined) the results were G9a block -6%, PGK inhibitor -2%, JMJD2A Tudor inh -31%, PI4K2A inh -4, Pin1 inh 33%[activator], GLS inhibitor 0%, BAZ2B inh -5%, HP1b binding inh -2% and ERG-DNA inh 6%.
`CC1CCCC(C)N1C(=O)COC(=O)c1n[nH]c(=O)c2ccccc12` (centres undefined) gave G9a block -2%[12.7 µM], PGK inhibitor 2%, JMJD2A Tudor inh 1%, PI4K2A inh -1, Pin1 inh -7%, GLS inhibitor -4%, BAZ2B inh 7%, HP1b binding inh 33% and ERG-DNA inh 6%.
Screening Cc1ccc(S(=O)(=O)n2nc(C)c(Br)c2C)c(C)c1C returned G9a block 71µM*, PGK inhibitor -7%, JMJD2A Tudor inh 58%[activator], PI4K2A inh -12, Pin1 inh 0%, GLS inhibitor -18%, BAZ2B inh 6%, HP1b binding inh 139%[activator] and ERG-DNA inh -19%.
For Cc1csc(SCC(=O)Nc2ccccc2C)n1 the results were G9a block 4%[59 µM], PGK inhibitor inactive, JMJD2A Tudor inh 1%, PI4K2A inh -4, Pin1 inh -6%, GLS inhibitor -7%, BAZ2B inh -3%, HP1b binding inh 22% and ERG-DNA inh -5%.
For CCNCC(=O)N1c2ccccc2CCc2ccc(NC(C)=O)cc21 the results were G9a block 1%[59 µM], JMJD2A Tudor inh -21%, PI4K2A inh 4, Pin1 inh inconclusive, GLS inhibitor 3%, BAZ2B inh -2%, HP1b binding inh 11% and ERG-DNA inh -5%.
Screening CCOc1ccc(CNCCCSc2ncccn2)cc1 returned G9a block -2%, PGK inhibitor inactive, JMJD2A Tudor inh -9%, PI4K2A inh -3, Pin1 inh 3%, GLS inhibitor -6%, BAZ2B inh 10%, HP1b binding inh 35% and ERG-DNA inh -8%.
CCOP(=O)(c1ccc(N(C)C)cc1)C(O)c1ccccc1 (centres undefined) was read as G9a block -3%, PGK inhibitor inactive, JMJD2A Tudor inh 0%, PI4K2A inh 0, Pin1 inh inconclusive, GLS inhibitor 5%, BAZ2B inh 1%, HP1b binding inh 67%[activator] and ERG-DNA inh 5%.
CCCCn1c(C2CCCCC2)nc2cc3[nH]c(=O)c(C(C)C)nc3cc21 was read as G9a block inconclusive, PGK inhibitor -5%, JMJD2A Tudor inh -10%, PI4K2A inh -2, Pin1 inh 8%, GLS inhibitor 15%, BAZ2B inh 0%[57.1 µM], HP1b binding inh 50%[activator] and ERG-DNA inh -5%.
For Cc1ccc(C(=O)n2nc(-c3ccco3)nc2N)cc1 the results were G9a block 6%[59 µM], PGK inhibitor -3%, JMJD2A Tudor inh -9%, PI4K2A inh 21, Pin1 inh 6%, GLS inhibitor 9%, BAZ2B inh 3%, HP1b binding inh 43% and ERG-DNA inh 24%.
Screening CCOC(=O)c1c(NC(=O)C2CCN(S(=O)(=O)c3cccs3)CC2)sc(C)c1C returned G9a block -27%[59 µM], PGK inhibitor 6%, JMJD2A Tudor inh -1%, PI4K2A inh 0, Pin1 inh 12%, GLS inhibitor 4%, BAZ2B inh 2%, HP1b binding inh 27% and ERG-DNA inh -2%.
For c1ccc(-c2nc(-c3cccnc3)cs2)cc1 the results were G9a block 16%[0.501 µM], PGK inhibitor -6%, JMJD2A Tudor inh 4%, PI4K2A inh -1, Pin1 inh -1%, GLS inhibitor -2%, BAZ2B inh 5%, HP1b binding inh 50%[activator] and ERG-DNA inh 14%.
Screening CCN(C(=O)COC(=O)CCC(=O)c1cccs1)c1ccccc1 returned PGK inhibitor 8%, JMJD2A Tudor inh -2%, PI4K2A inh 0, Pin1 inh -1%, GLS inhibitor 3%, HP1b binding inh 25% and ERG-DNA inh inconclusive.
Screening COc1ccccc1CNC(=O)C1CCC(CNS(=O)(=O)c2ccccc2)CC1 (centres undefined) returned G9a block 15%, PGK inhibitor 3%, JMJD2A Tudor inh -1%, PI4K2A inh -2, Pin1 inh 1%, GLS inhibitor inconclusive, BAZ2B inh -4%, HP1b binding inh 38% and ERG-DNA inh -14%.
CC(C)C[C@@H](C(=O)NCC1CCCO1)N1C(=O)N2CCc3c([nH]c4ccccc34)[C@@]2(C)C1=O (some centres undefined) was read as G9a block -44%, PGK inhibitor 1%, JMJD2A Tudor inh -33%, PI4K2A inh 3, Pin1 inh -3%, GLS inhibitor 13%, BAZ2B inh -37%, HP1b binding inh 7% and ERG-DNA inh -7%.
O=[N+]([O-])c1ccc2c(c1)C(N1CCOCC1)/C(=C/COc1ccc3ccccc3c1Br)O2 (centres undefined) was read as G9a block inconclusive, PGK inhibitor -10%, JMJD2A Tudor inh inconclusive, PI4K2A inh -4, Pin1 inh 19%, GLS inhibitor 10%, BAZ2B inh inconclusive, HP1b binding inh -16% and ERG-DNA inh 5%.
For Nc1cc2c(cc1C(=O)c1ccccc1)OCCO2 the results were PGK inhibitor 0%, JMJD2A Tudor inh inconclusive, PI4K2A inh 4, Pin1 inh inconclusive, GLS inhibitor 20%, BAZ2B inh 40µM*, HP1b binding inh -34% and ERG-DNA inh 2%.
For COc1ccc(NC(=O)[C@@H](NC(=O)N2C[C@H]3C[C@@H](C2)c2cccc(=O)n2C3)C(C)C)cc1OC the results were G9a block 3%, PGK inhibitor 1%, JMJD2A Tudor inh -14%, PI4K2A inh -8, Pin1 inh 4%, GLS inhibitor 2%, BAZ2B inh -2%, HP1b binding inh 13% and ERG-DNA inh -4%.
CCN(CCCCCCN)c1ccc2c(=O)[nH][nH]c(=O)c2c1 was read as G9a block inconclusive, PGK inhibitor -6%, JMJD2A Tudor inh -17%[57.1 µM], PI4K2A inh -6, Pin1 inh inconclusive, GLS inhibitor -6%, HP1b binding inh 32% and ERG-DNA inh -10%.
COc1ccc(CSCC(=O)NN=C2CCN(C)CC2)cc1 was read as G9a block 6%, PGK inhibitor 16%, JMJD2A Tudor inh -6%, PI4K2A inh 6, Pin1 inh -7%, GLS inhibitor 0%, BAZ2B inh -3%, HP1b binding inh 34% and ERG-DNA inh -4%.
Screening Cc1cc(Cl)c(S(=O)(=O)N2CCN(c3ccccc3)CC2)cc1OCC(N)=O returned G9a block 16%[59 µM], PGK inhibitor -3%, JMJD2A Tudor inh -8%[11.4 µM], PI4K2A inh -2, Pin1 inh 3%, GLS inhibitor -1%, BAZ2B inh 8%, HP1b binding inh 46%[activator] and ERG-DNA inh 5%.
CSc1cc(-c2ccc(Cl)cc2)c(C(=O)N2CCCC2)s1 was read as G9a block -2%[59 µM], PGK inhibitor -3%, JMJD2A Tudor inh 3%, PI4K2A inh 9, Pin1 inh -1%, GLS inhibitor 6%, BAZ2B inh -6%, HP1b binding inh 36% and ERG-DNA inh 1%.
`Cc1ccc(C)c(Cn2nnc3c(=O)[nH]c(C4CCN(S(=O)(=O)c5ccc(S(=O)(=O)N(C)C)cc5)CC4)nc32)c1` gave G9a block 12%[59 µM], PGK inhibitor inactive, JMJD2A Tudor inh -13%, PI4K2A inh -5, Pin1 inh 18%, GLS inhibitor 3%, BAZ2B inh 2%, HP1b binding inh 19% and ERG-DNA inh -7%.
CCOC(=O)c1c(C)n(OC)c2ccc3c(no[n+]3[O-])c12 was read as G9a block 21%[12.7 µM], PGK inhibitor -3%[11.5 µM], JMJD2A Tudor inh -7%, PI4K2A inh -5, Pin1 inh 4%, GLS inhibitor -3%, BAZ2B inh 11% and HP1b binding inh 13%.
